# High-throughput results (PubChem BioAssay)
# Chronic BCR inh: blocks chronic active B-cell receptor signaling. hit rate 0.05% among 340,000. Potency, µM (top dose mostly 46.1 µM), inactives show at the highest dose ratio change, negative = lower green/red ratio, hits mostly inhibitors. AID 493014. ABC-DLBCL IkBa-CBG/CBR reporter, luminescence ratio, 4 h; active means well fitted inhibition curve with a large enough effect in the signal ratio, with a control signal flat, not every such curve was filed as active; inconclusive means small, poorly fitted or top-dose-only effect, or effect the other way, or a change in a side signal; the % refers to the signal ratio;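 further: potency means the concentration at half of the fitted maximal effect; plate controls were basal doxycycline-induced cells for no effect and cells given 10 µM MG132 for full effect; MG132 reads +100%, hits lower the ratio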
#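 Cell line TMD8 (human ABC DLBCL), stably expressing tet-inducible CBG68-IkBa fusion and CBR; IMDM/0.5% FBS; cpd up to 46 uM; dox induction, 4 h, 37C/5% CO2; dual luminescence; green/red ratio; MG132 control.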
# GALK inhibitor: galactokinase (human) inhibition; P51570; Potency, µM (titrated, usually from 57.5 µM), for the others: at the top dose activity change, negative = inhibition, hits mostly inhibitors; Purified GALK, Kinase-Glo residual ATP luminescence; hit rate 0.007% among 270,000; further: potency means the concentration at half of the fitted maximal effect; on the % scale 0 is the no-effect control and ±100 the full control effect
# Target sequence (P51570 whole entry, looked up): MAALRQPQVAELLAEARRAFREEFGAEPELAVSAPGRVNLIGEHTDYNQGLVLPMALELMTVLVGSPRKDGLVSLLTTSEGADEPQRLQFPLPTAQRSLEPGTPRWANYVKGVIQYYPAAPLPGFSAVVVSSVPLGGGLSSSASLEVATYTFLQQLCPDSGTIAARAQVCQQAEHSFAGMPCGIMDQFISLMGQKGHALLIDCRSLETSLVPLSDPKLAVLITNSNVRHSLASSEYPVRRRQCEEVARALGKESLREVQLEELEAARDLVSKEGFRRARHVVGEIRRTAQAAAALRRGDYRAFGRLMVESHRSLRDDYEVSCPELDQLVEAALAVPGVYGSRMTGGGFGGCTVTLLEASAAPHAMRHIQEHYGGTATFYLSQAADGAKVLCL
#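 Quantitative HTS: GALK 5 nM, ATP 35 uM, galactose 100 uM, 1 h room temperature, then luciferase-based ATP detection.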
# TCR activator: T cell receptor activation. Potency, µM (doses to about 9.22 µM), for the others: at the top dose activation of IL-2 secretion, hits mostly activators. 330,000 tested, under 10 active. primary human leukocytes, anti-CD3, IL-2 HTRF, 48 h; further: % of control where 0% means no effect
#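 Primary human leukocytes were stimulated with a-CD3 beads plus compounds for 48 hr without co-stimulation; secreted IL-2 was quantified by HTRF using a-IL-2-K (europium cryptate) and a-IL-2-d2, excited at 320nm with acceptor emission read at 665nm.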
# Coupling enz: counter-screen for Giardia aldolase inhibitors: coupling enzyme system. coupling enzyme system counterscreen, AmpLite Red fluorescence. activity change, negative = inhibition, % at 58.2 µM, hits read low. hit rate 0.67% among 290,000. AID 2472; in the data active means activity change below about -30%; further: on the % scale 0 is the no-effect control and ±100 the full control effect
#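 Counterscreen lacking aldolase: glyceraldehyde-3-phosphate coupling-enzyme reagent preincubated 10 min at RT with compound (at 57.5 uM final), then substrate/coupling system with AmpLite Red added; fluorescence read at 525/598 nm after 20 min RT.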
# TSHR antag: antagonists of human thyroid stimulating hormone receptor; P16473; TSHR-expressing cells, TSH-stimulated cAMP HTRF, 2 h; stronger effect = lower value; activity change, negative = inhibition, % at 11.5 µM; hit rate 0.2% among 330,000;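 active means activity change below a set negative limit, meaning inhibition stronger than a set level, cut at about -70% in these data; inconclusive means activity change between two set negative limits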; further: on the % scale 0 is the no-effect control and ±100 the full control effect
#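 Antagonism was scored as loss of TSH-driven cAMP in TSHR cells, stimulated with 4nM TSH (EC80) for 2 hours at 37 deg C and detected by homogeneous HTRF competition immunoassay.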
# Tb PFK inh: inhibitors of T. brucei phosphofructokinase; O15648; T. brucei PFK, ADP-Glo luminescence; Potency, µM (highest dose often 57.5 µM), for inactives: top-dose activity, negative = inhibition, usual class: inhibitors; hit rate 0.17% among 330,000; AID 485367;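 further: potency means the concentration at half of the fitted maximal effect; 0% = uninhibited 1x PFK enzyme wells and -100% = no-enzyme wells; nearly all actives have a fitted effect of over 60% in size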
# Target sequence (O15648 whole entry, looked up): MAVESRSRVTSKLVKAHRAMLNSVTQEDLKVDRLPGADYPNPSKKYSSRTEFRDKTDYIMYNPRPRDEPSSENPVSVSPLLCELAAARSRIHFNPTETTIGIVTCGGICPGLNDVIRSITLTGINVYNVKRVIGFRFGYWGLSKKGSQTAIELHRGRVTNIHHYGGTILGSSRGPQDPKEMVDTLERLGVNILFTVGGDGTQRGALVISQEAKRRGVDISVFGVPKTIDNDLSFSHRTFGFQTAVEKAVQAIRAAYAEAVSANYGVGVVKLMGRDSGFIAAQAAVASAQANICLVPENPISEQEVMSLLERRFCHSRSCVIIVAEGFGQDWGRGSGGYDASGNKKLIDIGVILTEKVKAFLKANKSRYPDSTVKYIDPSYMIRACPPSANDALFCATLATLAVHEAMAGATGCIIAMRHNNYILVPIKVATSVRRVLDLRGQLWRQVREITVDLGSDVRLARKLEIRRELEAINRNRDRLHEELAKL
#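 Compounds were pin-transferred as a titration series up to 57 uM into substrate buffer (0.5 mM F6P, 0.1 mM ATP, pH 8.0), then 1.25 nM PFK was added and reactions ran 45 min before ADP-Glo detection.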
# AT treatment: candidate therapy for ataxia-telangiectasia; […] A-T fibroblasts, KAP-1 phosphorylation AlphaLISA; neocarzinostatin DNA damage 30 min before lysis; Potency, µM (doses to about 57.5 µM), for inactives: at the highest dose activation, usual class: activators; hit rate 0.19% among 320,000; AID 485349; further: potency means the concentration at half of the fitted maximal effect; % of control where 0% means no effect; nearly all actives have a fitted effect of over 45% in size
#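 ATM-like activity read as KAP-1 phosphorylation via AlphaLISA donor/acceptor antibody pairs after lysis and 6 hr at 25C. Cells were ATM-null patient fibroblasts ([…], hTERT), dosed 60 min, then exposed to the DSB inducer NCS for 30 min.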
# CXXC DNA block: inhibitors of human MLL CXXC domain-DNA interaction; hit rate 0.037% among 290,000; MLL-CXXC / FITC-HOXA9 DNA fluorescence polarization; Potency, µM (highest dose often 115 µM), for inactives: at the highest dose activity change, negative = inhibition, hits mostly inhibitors; Q03164; AID 2662; active means well fitted inhibition curve with a large enough effect in the polarisation, with a control signal flat, not every such curve was filed as active; inconclusive means small, poorly fitted or top-dose-only effect, or effect the other way, or a change in a side signal; inactive means no such curve, though single readings can be large or run the other way; the % refers to the polarisation; further: potency means the concentration at half of the fitted maximal effect
#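 Fluorescence polarization: 7 uM MLL-CXXC (stock) preincubated 5 min with compounds, then 50 nM fluorescein-HOX-A9 DNA (stock) added; 30 min ambient. Buffer 50 mM Tris-HCl pH 7.5, 50 mM NaCl, 1 mM DTT, 0.05% BSA.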
# hERG WT inh: inhibitors of human wildtype KCNH2 potassium channel; hit rate 0.37% among 340,000; activity change, % at 1.84 µM; U2OS, BacMam KCNH2, thallium flux FluxOr; stronger effect = lower value;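 active means maximum activity change below -70%; inconclusive means maximum activity change between -70% and -50%; inactive means maximum activity change above -50%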; further: on the % scale 0 is the no-effect control and ±100 the full control effect
#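 U2OS cells were transduced with wild-type KCNH2 virus (2.03 x 10^8 / mL) for 4 h at room temperature, then cultured overnight at 37 C. Thallium flux was read with FluxOr dye. Rate constants were normalized to DMSO controls.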
# Giardia killer: kills Giardia lamblia; hit rate 0.15% among 340,000; activity change, % at 7.66 µM, hits read low; AID 540267; Giardia lamblia trophozoite viability; in the data active means activity change below about -80%; inconclusive means between about -30% and that limit;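 further: parasites exposed to compound for two days anaerobically before the ATP read; on the % scale 0 is the no-effect control and ±100 the full control effect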
#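 Viability, read as ATP luminescence: trophozoites at 100 cells/well, compound added, 48 hrs anaerobic at 37 deg C, then 15-30 min room-temperature development before reading.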
# The depositor's hits bear a star; i = inactive; u = inconclusive; x = not tested or not shown; [ ] = another dose, or the depositor's remark. Unless noted, the call rests on the fitted dose curve; in most records, active means well fitted curve in the direction sought with a large enough effect; inconclusive means small, poorly fitted or top-dose-only effect, or another doubt; inactive means no such curve, though single readings can be large; an effect the other way counts as inactive or inconclusive. Rows were taken by chance; about 1.6% have a hit in one of these screens.
molecule	Tb PFK inh	AT treatment	GALK inhibitor	Coupling enz	hERG WT inh	Giardia killer	TCR activator	Chronic BCR inh	TSHR antag	CXXC DNA block
O=C(NCC1(N2CCCCC2)CCCCC1)c1ccc(S(=O)(=O)N2CCCC2)cc1	-2%	-23%	-2%	-2	10	1	-27%	2%	1	-8%
O=C(COc1ccc(S(=O)(=O)N2CCOCC2)cc1Cl)NC1CCCCC1	-1%	11%	3%	2	10	-11	-2%	-1%	-9	0%
O=c1c2c3nc4ccccc4nc3n(-c3cccc(F)c3)c2ncn1Cc1ccc2c(c1)OCO2	1%	4%	-1%	-2	x	x	x	0%	-17	4%
O=C(c1cccc(F)c1)N1C2C=CC(C2)C1(C(F)(F)F)C(F)(F)F (configuration not stated)	1%	-3%	-1%	3	7	12	5%	6%	23	-4%
O=C(Cn1nnc(-c2ccccc2)n1)Nc1cccc(S(=O)(=O)N2CCOCC2)c1	1%	3%	x	x	-3	-15	1%	-23%	-4	x
N#Cc1c(NC(=O)CSc2nc(-c3ccccc3)cc(C(F)(F)F)n2)sc2c1CCC2	7%	-10%	1%	0	-3	13	-17%[46.1 µM]	3%	-7	u
O=C(CCc1ccccc1F)N1CCN(c2ccccc2)CC1	1%	-3%	1%	-1	8	19	8%	u	-14	-10%
COc1cccc2c1OCC(C(=O)NCc1ccc(Cl)cc1Cl)=C2	-5%	4%	0%	-2	-5	-3	4%	u	-3	3%
Cc1cccc(C(=O)Nc2ccccc2C(=O)NCc2ccco2)c1	1%	13%	-4%	x	-1	8	-10%	u	-3	3%
COc1cccc(-c2ncc3ccccc3c2COC(=O)c2ccccc2C(=O)O)c1	0%	0%	x	x	-4	-3	-2%	u	4	x
CN(CC(=O)N1CCN(c2ccccc2F)CC1)S(=O)(=O)c1cnc[nH]1	-6%	8%	0%	4	-1	-6	-1%	-16%	1	24%
O=C(Nn1c(-c2ccncc2)nc2ccccc2c1=O)c1ccccc1Br	1%	-5%	-3%	2	-1	23	-1%	-6%	-5	-1%
Cc1ccc(C)c(NC(=O)CCN2CCc3ccccc3C2)c1	4%	-1%	-1%	-19	2	6	-5%	u	1	3%
CCN(CC)CCCNc1nc2cc(OC)c(OC)cc2c2nc(-c3cccnc3)nn12	-2%	-3%	-1%	-2	-9	1	-4%	u	-9	u
NS(=O)(=O)c1ccc(N2CCCC2=O)c([N+](=O)[O-])c1	3%	1%	0%	0	6	-10	-2%	-11%	-5	3%
CCn1c(SCC(=O)Nc2nccs2)nnc1-c1ccncc1	0%	-2%	-2%	-3	10	37[activator]	-24%	12%	5	-1%
CCN1CCCC1CNC(=O)CN(C)S(=O)(=O)c1ccc(Cl)cc1 (configuration not stated)	0%	5%	-2%	-2	6	12	-1%	-1%	6	0%
O=C(c1cc2ccccc2cc1O)N1CCN(c2ccccn2)CC1	1%	0%	-4%	-1	5	-3	-5%	6%	-14	4%
CC(C)CCC1(C)NC(=O)N(CC(=O)c2ccc[nH]2)C1=O (configuration not stated)	-3%	0%	x	x	-9	u	1%	1%	10	x
Cc1cc(C)c2nc(NC(=O)c3ccco3)sc2c1	-1%	8%	-1%	-3	3	-6	13%	u	-13	7%
Cc1ccc(-c2nc3cnccn3c2Nc2ccc3c(c2)OCO3)o1	-13%	-6%	1%	6	0	25	-2%	12%	-4	6%
c1ccc(NC2=Nc3ccccc3CS2)cc1	3%	2%	5%	-1	-2	-14	-1%	u	-1	1%
Cc1ccc(NC(=O)CN(C)C(=O)CSc2nncn2C)cc1	-1%	-2%	-1%	-2	-2	-9	-12%	4%	4	3%
CCn1c(SCc2ccccc2)nnc1C1CCCCC1	4%	9%	-1%	5	10	-3	3%[46.1 µM]	15%	-5	-6%
CCCn1c(SCC(=O)OCc2ccccc2)nc2c1c(=O)n(C)c(=O)n2C	-3%	-11%	1%	5	-21	-21	-2%	-1%	7	-7%
CCN1CCN(Cc2c(O)ccc3c(C)cc(=O)oc23)CC1	3%	4%	-4%	1	0	32[activator]	8%	0%	8	-13%
Cc1nc(NC(=O)CSc2nnc(C3CC3)n2C)sc1C(=O)N(C)C	-8%	28%	-3%	0	12	0	1%	-1%	-4	-5%
O=C(c1ccco1)N1CCN(/C(=N/S(=O)(=O)c2cccs2)c2ccccc2Cl)CC1	-14%	-7%	0%	3	13	-4	-2%	14%	-2	-4%
CCOc1c(OC(C)=O)ccc(/C=C/c2ccc3cccc(OC)c3n2)c1[N+](=O)[O-]	7%	3%	x	0	-1	7	1%[46.1 µM]	-12%	3	1%
Cc1ccc(S(=O)(=O)Nc2nncs2)cc1	-1%	-4%	0%	2	4	2	-4%	1%	-7	3%
CCOC(=O)C1CCN(C(=O)c2sc3nc(-c4ccc(F)cc4)cn3c2C)CC1	9%	3%	1%	3	0	2	-1%	0%	-4	-1%
COc1ccc(CCN=C(N)Nc2nc(C)cc(C)n2)cc1	2%	3%	-1%	3	-7	41[activator]	-1%	u	7	-2%
Cc1nn(-c2ccc(N3CCOCC3)nn2)c(C)c1CCC(=O)Nc1ccccc1	-5%	-2%	6%	x	-8	1	-1%	-5%	-6	-1%
Cc1ccc(Cl)c(OCCCN(C)Cc2ccccc2)c1	6%	u	2%	2	-70*	6	2%	7%	14	2%
Cc1cc(OCCN2CCCC2)cc(C(C)C)c1	-3%	-2%	0%	1	-5	3	-3%[46.1 µM]	0%	6	8%
O=C(O)C(NS(=O)(=O)c1ccc(F)cc1)c1ccccc1 (configuration not stated)	6%	2%	0%	-1	i	u	-1%	0%	2	-7%
CN(N)c1nc(-c2ccccc2)cc(-c2ccccc2)n1	0%	10%	3%	3	-3	-15	x	-1%	1	-8%
CC(C)OC(=O)c1cc(=O)[nH]c2ccccc12	1%	-2%	0%	-1	3	-13	-3%	u	1	5%
C/C(=N\O)C(=O)OC1CC(C)CCC1C(C)C (configuration not stated)	4%	2%	1%	0	6	-2	3%	-5%	-14	-1%
COc1cc(OC)cc(-n2nnnc2SCC(=O)NCCc2ccc(OC)c(OC)c2)c1	-3%	-4%	-2%	3	-5	2	4%	u	1	-3%

# 4 compounds drawn at random from those above:
molecule	Tb PFK inh	AT treatment	GALK inhibitor	Coupling enz	hERG WT inh	Giardia killer	TCR activator	Chronic BCR inh	TSHR antag	CXXC DNA block
COc1ccc(CCN=C(N)Nc2nc(C)cc(C)n2)cc1	2%	3%	-1%	3	-7	41[activator]	-1%	u	7	-2%
CCn1c(SCc2ccccc2)nnc1C1CCCCC1	4%	9%	-1%	5	10	-3	3%[46.1 µM]	15%	-5	-6%
O=C(c1ccco1)N1CCN(/C(=N/S(=O)(=O)c2cccs2)c2ccccc2Cl)CC1	-14%	-7%	0%	3	13	-4	-2%	14%	-2	-4%
Cc1ccc(NC(=O)CN(C)C(=O)CSc2nncn2C)cc1	-1%	-2%	-1%	-2	-2	-9	-12%	4%	4	3%

# Following part:
molecule	Tb PFK inh	AT treatment	GALK inhibitor	Coupling enz	hERG WT inh	Giardia killer	TCR activator	Chronic BCR inh	TSHR antag	CXXC DNA block
Cn1c(N)c(C(=O)COc2ccc(Cl)cc2Cl)c(=O)n(C)c1=O	-4%	-1%	3%	3	5	-5	-4%	8%	-2	21%
CCOC(=O)COc1ccc(S(=O)(=O)c2ccc(OCC(=O)OCC)cc2)cc1	0%	x	-2%	1	18	11	x	u	-21	-8%
Cc1ccc(NC(=O)c2c(C(=O)Nc3ccccc3)sc3nc(C)cc(=O)n23)cc1	-2%	-4%	3%	0	4	-3	4%	0%	4	2%
Cn1c(CNC(=O)c2ccc(F)cc2)nc2ccccc21	8%	-7%	1%	6	3	-1	-2%	u	2	-3%
Cc1ccc(C(=O)NCCONC(=O)c2ccc(C)cc2)cc1	-3%	12%	4%	1	1	-7	-5%	-1%	5	u

# Quoted from the listing:
# Giardia killer result of CC(C)OC(=O)c1cc(=O)[nH]c2ccccc12 reads -13
# CXXC DNA block result of O=C(c1cccc(F)c1)N1C2C=CC(C2)C1(C(F)(F)F)C(F)(F)F (configuration not stated) reads -4%
